Screens deposited in PubChem BioAssay by several laboratories.
NPY1 pot ag: potentiates or activates human NPY-Y1 receptor; activation, % at 3.6 µM; AID 1304; 220,000 tested, 0.37% active; NPY-Y1 expressing cells, potentiator/agonist activation; in the data active means activation above about 33%, passing the limit was not always enough;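 further: cells stimulated with NPY at EC10 then isoproterenol at EC100; 0% = low agonist plus stimulus and 100% = saturating agonist plus stimulus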
Target sequence (P25929 whole entry, looked up): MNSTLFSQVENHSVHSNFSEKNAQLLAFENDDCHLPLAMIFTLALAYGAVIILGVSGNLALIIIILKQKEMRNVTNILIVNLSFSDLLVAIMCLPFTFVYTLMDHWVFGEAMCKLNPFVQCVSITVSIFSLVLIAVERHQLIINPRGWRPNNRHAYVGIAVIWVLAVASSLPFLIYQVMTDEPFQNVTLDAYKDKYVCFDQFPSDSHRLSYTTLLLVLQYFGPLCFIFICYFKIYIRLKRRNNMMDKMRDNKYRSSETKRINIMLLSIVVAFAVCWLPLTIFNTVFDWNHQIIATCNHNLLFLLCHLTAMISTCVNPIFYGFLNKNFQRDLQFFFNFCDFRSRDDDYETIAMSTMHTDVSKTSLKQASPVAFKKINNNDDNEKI
TRPML3 agonist: activates the human TRPML3 channel. HEK293 TRPML3-YFP, Fluo-8 calcium fluorescence; 100% = the carbachol control signal. activation, % at 3 µM. 220,000 tested, 0.29% active. AID 1448;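 active means activation above its plate's cutoff, the mean activation of the plate's test wells plus 3 SD, cut at about 12% in these data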;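 further: 0% = DMSO only wells and 100% = carbachol wells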
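Test system – HEK293 line with stable expression of human TRPML3-YFP channel · Control set – carbachol 87 µM final as high control (100%), DMSO as low control (0%) · Signal – Fluo-8 calcium dye fluorescence, ex 470-495, em 515-575 nm · Incubation – 1-h 37 °C dye load, 5-s basal, 120-s post-compound reads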
CHOP inh: blocks CHOP induction under ER stress | 220,000 tested, 3.8% active | inhibition, % at 10 µM | CHO-K1 CHOP-promoter luciferase, tunicamycin-induced, 15-18 h;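 active means compounds that reduced the stress-induced luciferase reporter signal by more than about 70% of percent inhibition, limit read from the data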;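 further: 0% = tunicamycin plus vehicle and 100% = wells without tunicamycin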
TRPN1 ag: agonists of zebrafish TRPN1 channel; AID 1424; 220,000 tested, 0.18% active; activation, % at 3 µM; HEK293 zebrafish TRPN1-YFP, Fluo-8 calcium fluorescence; 100% = response to 87 µM carbachol;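 active means activation above its plate's cutoff, the mean activation of test wells on that plate plus 3 SD, cut at about 19% in these data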;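 further: 0% = DMSO alone and 100% = 87 µM carbachol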
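Material – zebrafish TRPN1-YFP in HEK293 cells · Doses – 3 µM single point · Schedule – dye 1 h 37 °C plus 30 min RT · Signal – Fluo-8 calcium fluorescence, excitation 470-495 nm, emission 515-575 nm · Read-out – % activation versus carbachol response · Control set – carbachol high, DMSO low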
14-3-3 Bad inh: disrupts binding of bovine 14-3-3 zeta to phospho-Bad peptide. P63103. TR-FRET 14-3-3zeta/Dy647-pBad peptide displacement, 1 h. inhibition, % at 21.7 µM. 220,000 tested, 0.71% active. AID 781;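 active means inhibition above about 70%, limit read from the data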;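 further: 0% = full 14-3-3 plus peptide FRET controls and 100% = background without 14-3-3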
Target sequence (P63103 whole entry, looked up): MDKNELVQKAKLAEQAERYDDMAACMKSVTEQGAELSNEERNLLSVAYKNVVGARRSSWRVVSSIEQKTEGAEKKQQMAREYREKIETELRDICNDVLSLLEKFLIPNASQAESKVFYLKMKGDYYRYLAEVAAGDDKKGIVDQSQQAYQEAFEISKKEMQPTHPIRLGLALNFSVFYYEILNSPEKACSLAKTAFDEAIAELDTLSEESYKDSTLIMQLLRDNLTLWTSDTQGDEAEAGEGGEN
EP2 modulator: modulators of human EP2 prostaglandin E2 receptor; P43116; EP2-expressing cells, cAMP HTRF FRET, PGE2 co-stimulation; induction, % at 25 µM; 260,000 tested, 0.83% active;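 active means compounds whose cAMP rise, as percent of the full-agonist control response, exceeds 60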;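 further: rat C6 glioma line stably carrying human EP2 under a CMV promoter; the protocol text gives 20 µM as final concentration; 100% = response of wells given 1 µM PGE2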
Target sequence (P43116 whole entry, looked up): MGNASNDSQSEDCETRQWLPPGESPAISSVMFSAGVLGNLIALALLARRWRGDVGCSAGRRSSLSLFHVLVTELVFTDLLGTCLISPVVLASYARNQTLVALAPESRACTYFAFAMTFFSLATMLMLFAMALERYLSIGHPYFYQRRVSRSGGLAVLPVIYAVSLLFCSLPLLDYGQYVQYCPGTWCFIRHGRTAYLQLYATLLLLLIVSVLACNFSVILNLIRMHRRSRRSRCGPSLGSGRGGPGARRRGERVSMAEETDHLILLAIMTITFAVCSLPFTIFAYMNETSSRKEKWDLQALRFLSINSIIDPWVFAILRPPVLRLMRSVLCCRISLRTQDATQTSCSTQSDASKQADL
NPY-Y1 antag: blocks the human neuropeptide Y Y1 receptor | HEK293-CNG Y1 cells, membrane potential fluorescence; NPY at EC95, then isoproterenol | inhibition, % at 3.6 µM | 200,000 tested, 1% active | AID 1040;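 active means inhibition above the campaign mean inhibition of all tested compounds plus 3 SD, cut at about 20% in these data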;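 further: 0% = DMSO wells given NPY plus isoproterenol and 100% = isoproterenol alone without NPY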
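Material: HEK293 Y1/CNG channel cell line | Also added: NPY (25 nM), isoproterenol (1 µM), Ro 20-1724 (25 µM) | Compound: One concentration, 3.6 µM, in 0.4% DMSO | Schedule: 3 h dye uptake, 1 h room-temperature compound, 45 min post-isoproterenol | Signal: Membrane-potential fluorescent dye readout | Read-out: % inhibition of NPY effect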
EP2 antag: inhibitors of human EP2 prostaglandin E2 receptor. P43116. C6 glioma cells expressing human EP2, cAMP TR-FRET; cells stimulated with saturating PGE2. inhibition, % at 25 µM. 260,000 tested, 0.52% active. AID 1422;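 active means percent inhibition above 40 after rounding to a whole number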;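 further: rat C6 glioma host cells with rolipram phosphodiesterase inhibitor present; the protocol text gives 20 µM as final concentration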
PPC-1+TRAIL kill: compounds killing PPC-1 cancer cells with TRAIL present (potentiator screen, no TRAIL-free arm); cell killing (% activity), % at 4 µM; 220,000 tested, 0.41% active; PPC-1 cells + TRAIL, ATPLite viability luminescence;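 active means cell killing above 50% in the first pass at 4 µM, then a duplicate retest at 5 µM averaging 50% or more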;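 further: plate controls were cells with TRAIL plus DMSO for no effect and medium-only wells lacking cells for full effect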
* = called active by the depositor; nt = not tested or not shown; & = joins results of further samples; [ ] = another dose, or the depositor's remark.

Structure	NPY1 pot ag	TRPML3 agonist	CHOP inh	TRPN1 ag	14-3-3 Bad inh	EP2 modulator	NPY-Y1 antag	EP2 antag	PPC-1+TRAIL kill
O=C(Nc1ccccc1Cl)c1ccccc1Cl	2	-0.3	-7	-1.5	nt	-13	2	19	3
Cc1ccc2c(c1)c(=O)c(Br)c(C)n2Cc1ccccc1	-16	0.8	23	0.3	-11	56	14	6	14
COc1ccc2[nH]c3c(=O)n(Cc4ccc(C(=O)N5CCC(C(N)=O)CC5)cc4)c(=S)[nH]c3c2c1	6	0.6	25	0.6	-9	35	-1	5	5
O=C(Oc1c(-c2ccccc2)oc2ccccc2c1=O)c1ccccc1	26	-0.1	47	-1.0	-19[fluorescence artefact?]	57	-4	nt	10
COc1ccc2[nH]c(=O)c(CN(CCO)S(=O)(=O)c3ccc(C)cc3)cc2c1	21	0.4	9	-1.1	6	-19	1	10	24
CNC(=S)N(Cc1cc2cc(C)cc(C)c2[nH]c1=O)C1CCCC1	0	-0.5	12	1.5	5	-16	-4	12	1
COC(=O)c1cc(Cl)c(N)cc1OC	-9	0.4	-18	-1.6	11	3	-1	6	2
NC(=O)CC[C@@H]1NC(=O)[C@H](Cc2ccccc2)NC(=O)[C@H](Cc2ccc(O)cc2)NC(=O)[C@@H](N)CSSC[C@@H](C(=O)N2CCC[C@H]2C(=O)N[C@@H](CCCN=C(N)N)C(=O)NCC(N)=O)NC(=O)[C@H](CC(N)=O)NC1=O	-1	1.4	14	1.5	-11	5	-5	nt	13
Cc1ccc(/C(N)=N/OC(=O)c2cc(-c3ccccc3)nc3ccccc23)cc1	14	1.2	43	0.7	-4	4	-7	9	-17
CCOC(=O)c1ccc2c(c1)N(CC(=O)N1CCCC1)C(=O)C(C)(C)O2	-13	0.8	-20	0.6	3[fluorescence artefact?]	10	-1	0	-12
COCCNS(=O)(=O)c1ccc(-c2ccc(S(=O)(=O)NCCOC)cc2)cc1	15	1.5	20	2.7	-4	8	-4	nt	nt
Cc1[nH]nc2c1C(c1ccc(Cl)cc1)C(C#N)=C(N)O2 (centres undefined)	16	-0.5	6	0.7	-16	-31	-8	23	15
O=S1(=O)CCN2C(c3ccc4c(c3)CCCC4)=CSC2=N1	-5	0.6	25	2.5	-4	-53	3	11	46
Cc1cc(=S)c2cccc(C)c2[nH]1	8	0.7	3	0.6	-13	48&23	-2	7&5	-7
O=C(CSc1nnc(-c2ccccc2)o1)N1CCc2ccccc2C1	-12	0.8	20	-0.4	1	17	4	14	-14
Cc1nccn1CC(=O)N/N=C/c1cc(Br)cs1	12	0.4	-6	0.5	0	-18	nt	11	-2
CC(NC(=O)C(=O)NN=C1CCCCCC1)c1ccccc1 (centres undefined)	8	0.0	-14	0.6	2	19	-2	15	-8
CCOC(=O)c1c(NC(=O)CSc2nnnn2C)sc(C)c1-c1ccc(C)cc1	-10	-0.2	54	2.2	-4	50	3	13	-9
COc1cccc(NCc2cc3c(C(C)(C)C)nn(-c4ccccc4)c3[nH]c2=O)c1	4	0.4	71*	1.1	-11	47	-5	13	7
Cc1cnc(C(=O)OCC(=O)NC2CCCCCCC2)cn1	1	0.6	-34	-0.6	-11	12	-3	-1	12

Exported with two lines to a compound: 9 of the compounds above.
Sequence of screens – NPY1 pot ag, TRPML3 agonist, CHOP inh, TRPN1 ag, 14-3-3 Bad inh, EP2 modulator, NPY-Y1 antag, EP2 antag, PPC-1+TRAIL kill
- Cc1[nH]nc2c1C(c1ccc(Cl)cc1)C(C#N)=C(N)O2 (centres undefined)
 : 16, -0.5, 6, 0.7, -16, -31, -8, 23, 15
- O=S1(=O)CCN2C(c3ccc4c(c3)CCCC4)=CSC2=N1
 : -5, 0.6, 25, 2.5, -4, -53, 3, 11, 46
- Cc1cc(=S)c2cccc(C)c2[nH]1
 : 8, 0.7, 3, 0.6, -13, 48&23, -2, 7&5, -7
- O=C(CSc1nnc(-c2ccccc2)o1)N1CCc2ccccc2C1
 : -12, 0.8, 20, -0.4, 1, 17, 4, 14, -14
- Cc1nccn1CC(=O)N/N=C/c1cc(Br)cs1
 : 12, 0.4, -6, 0.5, 0, -18, nt, 11, -2
- CC(NC(=O)C(=O)NN=C1CCCCCC1)c1ccccc1 (centres undefined)
 : 8, 0.0, -14, 0.6, 2, 19, -2, 15, -8
- CCOC(=O)c1c(NC(=O)CSc2nnnn2C)sc(C)c1-c1ccc(C)cc1
 : -10, -0.2, 54, 2.2, -4, 50, 3, 13, -9
- COc1cccc(NCc2cc3c(C(C)(C)C)nn(-c4ccccc4)c3[nH]c2=O)c1
 : 4, 0.4, 71*, 1.1, -11, 47, -5, 13, 7
- Cc1cnc(C(=O)OCC(=O)NC2CCCCCCC2)cn1
 : 1, 0.6, -34, -0.6, -11, 12, -3, -1, 12

Other structures
Structure	NPY1 pot ag	TRPML3 agonist	CHOP inh	TRPN1 ag	14-3-3 Bad inh	EP2 modulator	NPY-Y1 antag	EP2 antag	PPC-1+TRAIL kill
COc1ccc(NC(=O)c2ccc(N(C)S(C)(=O)=O)cc2)cc1OC	-6	0.4	-14	2.8	-10	-41	-2	7	25
O=c1c(F)cn(C2CCCO2)c(=O)n1Cc1c(Cl)cccc1Cl (centres undefined)	13	0.2	15	-1.2	-3	7	5	9	0
CCOC(=O)Cc1csc(NC(=O)C(C)c2ccc([N+](=O)[O-])cc2)n1 (centres undefined)	29	16*	9	22*	2	-50	3	9	9
CCc1ccc(Nc2nnc(SCC(=O)N(C)C3CCS(=O)(=O)C3)s2)cc1 (centres undefined)	32	-0.1	22	-2.0	-2	-22	nt	9	70*[5 µM]
O=C(Nc1nccs1)c1ccc(Cl)s1	-15	0.3	17	1.2	2	11	-6	16	-7
CCCN(Cc1ccc(N(CC)CC)cc1)CC1CC1	6	-0.3	9	0.8	39	16	17	8	6
CC(C)Cc1nc(C(N)=O)c2[nH]c(=O)n(-c3ccc(F)cc3)c2n1	-4	0.3	20	0.3	2	0	-1	nt	4
COc1ccc(CCNC(=O)CSc2nc3ccccc3o2)cc1OC	-25	0.4	7	-1.3	8	-13	10	5	18
COCCn1c(SC(C)C(=O)Nc2ccc(Cl)cn2)nnc1-c1ccncc1 (centres undefined)	8	1.0	1	1.4	15	-3	0	10	-2
COc1ccc(CCNC(=O)CSc2nc3[nH]ncc3c(=O)[nH]2)cc1OC	12	0.8	5	2.3	-10	27	-1	7	3
CCOC(=O)C1=C(CN2CCSCC2)NC(=O)NC1c1cccc([N+](=O)[O-])c1 (centres undefined)	16	1.5	17	4.5	-1	-28	-1	10	-9
CCC(C)NS(=O)(=O)c1ccc(S(=O)(=O)N2CCCC3(CCCCC3)C2)cc1 (centres undefined)	9	0.1	56	-0.4	10	-10	-3	17	-11
CCc1ccccc1NC(=O)CN1CCC(NC(=O)COC)CC1	-5	1.1	3	-0.7	18[fluorescence artefact?]	15	4	4	25
CC(NC(=O)c1ccc(F)cc1)c1ccc(F)cc1 (centres undefined)	5	0.0	5	-1.3	-6	-5	-4	6	18
O=C(N/N=C/c1ccccn1)C12CC3CC(CC(C3)C1)C2	11	-0.2	19	0.7	2[fluorescence artefact?]	-28	1	4	14
CC1CCC2(CC1)NC(=O)N(Cc1cccc(C(F)(F)F)c1)C2=O (centres undefined)	24	1.8	27	2.9	-1	-33	1	5	-33
COc1ccc(N2CCN(C(=O)c3cc4c(-c5cccc(OC)c5)nn(C)c4s3)CC2)cc1	-15	-0.5	21	-0.6	-12	-13	10	8	7
Cc1cc2ccccc2n1CCNC(=O)c1cccs1	5	0.5	28	0.8	-11	-49	-3	17	-8
O=C(Nc1ccccc1F)c1ccc(Br)o1	-1	0.2	-4	-0.6	7[fluorescence artefact?]	4	2	5	-1
CC1CCN(S(=O)(=O)c2cccc(C(=O)Oc3ccc([N+](=O)[O-])cc3)c2)CC1	-13	1.0	14	-0.3	31[fluorescence artefact?]	-95	1	40*	0
CCCCN1C(=O)NC(NS(=O)(=O)c2ccc(N)cc2)(C(F)(F)F)C1=O (centres undefined)	-4	0.4	8	11	-4	3	-4	7	8
CC(=O)N1CCN(C(=O)c2ccc(Oc3ccccc3)cc2)CC1	-15	0.9	2	0.5	-26	6	6	9	-3
Cc1cc(Cl)ccc1OCC(=O)NCCCN1CCOCC1	-27	0.3	5	0.4	-12	18	8	10	2
NC(=O)NNC1=Nc2cccc3cccc1c23	10	1.1	0	1.0	-3	-49	7	7	10
Cc1c(/C=N/O)sc2ccccc12	-14	0.1	7	-1.8	0	-52	nt	10	22
Cc1cccc(NC(=O)CC2c3ccccc3Oc3ccccc32)c1	-3	0.0	10	-2.1	2[fluorescence artefact?]	-48	10	9	9
C=CCc1cccc2cc(C(=O)O)c(=O)oc12	-13	0.4	-4	-1.1	56	12	2	1	-14
O=C(O)CSc1nc(C(F)(F)F)cc(=O)n1-c1ccccc1	5	-0.1	18	0.8	-26	7	0	6	12
CCOC(=O)N1CCN(C(=O)CSCC(=O)Nc2nc(-c3cccs3)cs2)CC1	-6	0.8	6	4.3	-6	2	7	8	6
Cc1nn(Cc2nnc(SCC(=O)Nc3cccc(C(F)(F)F)c3)n2C)c(C)c1[N+](=O)[O-]	15	5.1	11	1.6	-6	-1	nt	5	15
O=C(Nc1cccc(F)c1)NC1CCCCC1	-8	1.9	9	0.8	0	-34	4	8	33
CN(CCNC(=O)CCNC(=O)Cn1ccc2ccccc2c1=O)Cc1ccccc1	2	0.1	-15	-1.1	8	-10	-3	7	3
CC(=O)N=c1ncn(CC(COC(C)=O)OC(C)=O)c2nc[nH]c12 (centres undefined)	-13	0.2	-28	-0.3	-2	10	-3	11	5
COc1ccc(/C=C/C(=O)N[C@H](C(=O)O)C(C)C)cc1	-9	1.4	8	0.9	-1	26	0	2	27
Cc1ccc(SCCC(=O)OCC(=O)Nc2ccc(S(N)(=O)=O)cc2)cc1	-43	0.2	-6	2.7	4	-28	nt	3	12
C[n+]1cccc(/C=N/Nc2nc(Cl)c(C#N)c(Cl)c2Cl)c1	15	1.9	15	1.7	0	9	nt	10	16

Not all compounds are listed; rates above refer to the full screens.
